# FBW7 act – human FBW7 E3 ligase activation, primary screen. AlphaScreen FBW7–phospho-cyclin E peptide binding, activator screen. normalized activity (activation), % at 26.1 µM. 0.13% of 650,000 active; in the data active = normalized activity above about 1.9%;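 also: purified mutant Fbw7 with reduced substrate affinity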
# Target sequence (Q969H0 whole entry, looked up): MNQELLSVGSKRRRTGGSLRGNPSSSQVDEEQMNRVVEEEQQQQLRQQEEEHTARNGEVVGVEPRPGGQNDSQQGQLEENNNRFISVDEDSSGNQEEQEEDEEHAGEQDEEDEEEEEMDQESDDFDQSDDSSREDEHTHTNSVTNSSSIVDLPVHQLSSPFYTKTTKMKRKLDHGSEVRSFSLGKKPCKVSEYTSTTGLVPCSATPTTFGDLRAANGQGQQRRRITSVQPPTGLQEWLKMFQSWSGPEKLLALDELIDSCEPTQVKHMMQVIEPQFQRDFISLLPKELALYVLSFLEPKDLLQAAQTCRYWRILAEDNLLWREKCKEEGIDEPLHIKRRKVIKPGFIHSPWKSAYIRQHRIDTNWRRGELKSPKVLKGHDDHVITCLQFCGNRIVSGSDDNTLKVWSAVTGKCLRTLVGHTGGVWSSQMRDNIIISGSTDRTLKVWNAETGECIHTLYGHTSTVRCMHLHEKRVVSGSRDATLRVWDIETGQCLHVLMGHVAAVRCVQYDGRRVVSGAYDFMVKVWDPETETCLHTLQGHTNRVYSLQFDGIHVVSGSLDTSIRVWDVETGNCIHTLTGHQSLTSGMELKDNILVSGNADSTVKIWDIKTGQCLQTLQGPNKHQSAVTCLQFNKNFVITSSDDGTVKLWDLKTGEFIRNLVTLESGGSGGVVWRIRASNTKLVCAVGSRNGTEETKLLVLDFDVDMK
# MITF primary – human MITF inhibition, primary screen | O75030 | AlphaScreen MITF homodimerization, bead proximity signal | inhibition, % at 2.6 µM | 0.91% of 650,000 active | AID 1259374; in the data active = inhibition above about 50%;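 also: 0% = vehicle wells with protein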
# GPR151 ag – activates the human receptor GPR151 | activation, % at 11.2 µM | 1% of 650,000 active | PathHunter beta-arrestin GPR151 cells, luminescence | AID 1508602; in the data active = activation above about 4.9%;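 also: 0% = median of compound wells and 100% = cells with positive control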
# Target sequence (Q8TDV0 whole entry, looked up): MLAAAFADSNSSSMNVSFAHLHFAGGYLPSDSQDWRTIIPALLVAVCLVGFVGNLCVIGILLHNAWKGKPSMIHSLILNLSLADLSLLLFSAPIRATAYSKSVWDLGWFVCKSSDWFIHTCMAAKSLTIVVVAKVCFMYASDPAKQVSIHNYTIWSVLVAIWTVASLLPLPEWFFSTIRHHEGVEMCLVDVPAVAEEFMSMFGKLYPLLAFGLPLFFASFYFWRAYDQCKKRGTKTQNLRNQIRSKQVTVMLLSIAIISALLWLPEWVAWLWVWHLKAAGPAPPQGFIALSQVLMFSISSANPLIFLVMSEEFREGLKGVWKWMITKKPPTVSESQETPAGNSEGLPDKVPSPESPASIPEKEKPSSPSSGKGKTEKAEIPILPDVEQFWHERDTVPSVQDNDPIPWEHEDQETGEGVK
# TEAD-YAP inh – TEAD-YAP interaction inhibition; AID 1259422; 1.4% of 640,000 active; HEK-TIYL cells, TEAD-Gal4/YAP UAS-luciferase luminescence; inhibition, % at 9.12 µM; in the data active = inhibition above about 32%;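 also: 0% = median of test compound wells and 100% = reference inhibitor wells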
# * = called active by the depositor; & = joins results of further samples. Not a hit list; any-hit rate near 3.4%.
SMILES,FBW7 act,MITF primary,GPR151 ag,TEAD-YAP inh
O=C(c1ccc(C(F)(F)F)cc1)N1CCCC1,0.0,1,0.4,1
CC(C)OCCCNC(=O)CCn1c(=S)[nH]c2cc3c(cc2c1=O)OCO3,-0.1,0,-0.2,-1
CN1C(=O)CC[C@H]1c1cccnc1,-0.1&0.0&0.1&0.1,19&-3&-7&6,2.3&1.2&0.5&1.2,0&2&10&0
Cc1cccc(CN2CCc3nnc(C(C)NC(=O)COc4ccccc4)n3CC2)c1 (stereo not given),-0.3,15,-0.5,-1
O=C(O)COc1ccc(C=C2C(=O)NC(=S)NC2=O)cc1Cl,-0.2,20,-0.4,3
COc1cccc(-c2cc3nc(C)c(C)c(NCCN(C)C)n3n2)c1,-0.2,-3,0.5,-15
C=CCOc1cccc(/C=N/NC(=O)CC(=O)NCC(C)C)c1,0.1,-6,-0.7,-5
COC(=O)C1=C(C)N=c2s/c(=C\c3ccccc3OC(C)=O)c(=O)n2C1c1ccc(OC)cc1 (stereo not given),0.0,-9,-0.8,2
COc1cc(CN2CCNC(=O)C2CC(=O)N(Cc2nccn2C)C(C)C)cc(OC)c1 (stereo not given),0.1,-7,-0.5,-4
CCOc1ccc(N2C(=O)CC3(CC(Cl)N=N3)C2=O)cc1Cl (stereo not given),0.0,-17,-0.4,-13
O=C(NC1c2ccccc2Oc2ccccc21)c1ccncc1,0.1,4,-1.2,-6
Cc1ccc(-c2csc(NC(=O)c3ccc(S(=O)(=O)N4CCOCC4)cc3)n2)cc1,0.0,-2,1.2,8
Cc1ccccc1NC(=O)C1CC(=O)OC1(C)C (stereo not given),0.0,-5,-0.8,-6
Cc1ccc(NS(=O)(=O)CC23CCC(CC2=O)C3(C)C)c(C)c1 (stereo not given),0.5,8,0.4,2
CC(C)CNc1ncc(-c2cccs2)n2ccnc12,0.0,4,0.6,-54
CCOC(=O)c1ccc(NC(=S)N(Cc2ccccc2)Cc2cccs2)cc1,0.2,-2,2.0,-6
O=C(Cc1cccs1)Nc1ccc2c(c1)CCC2,0.1,3,0.3,-44
CCCCOc1ccc(C(=O)Nc2cccc(C)n2)cc1,-0.1,4,-5.6,-16
Cc1ccc2c(c1)NC(=O)C(CC(=O)NCCCN1C(C)CCCC1C)O2 (stereo not given),-0.2,2,-2.9,0
O=C(C(=O)c1ccc(-c2nc3ccccc3nc2-c2ccc(C(=O)C(=O)c3ccccc3)cc2)cc1)c1ccccc1,0.2,4,2.1,10
CCN(c1ccccc1)S(=O)(=O)c1ccc(C(=O)Nc2nnc(-c3ccco3)o2)cc1,0.2,-9,0.6,13
CC(=O)Nc1ccc(C(=O)Nc2ccccc2C(C)C)cc1,0.1,14,4.0,5
CCCc1ccc2c(N)c(C(=O)c3ccc(-c4ccc(C(=O)c5sc6nc(CCC)ccc6c5N)cc4)cc3)sc2n1,0.2,11,0.0,-5
COc1cc(-c2nc3sc4c(c3c(=O)[nH]2)CCCC4)ccc1OC(=O)c1ccc(Cl)cc1,-0.3,-14,0.6,-2
CCOc1ccccc1NC(=O)CN1CCC(C(N)=O)(N2CCCCC2)CC1,-0.2,0,3.2,4
CC(NC(=O)c1ccc(N2CCOCC2)c([N+](=O)[O-])c1)C12CC3CC(CC(C3)C1)C2 (stereo not given),-0.3,0,-0.7,-7
O=C(O)COCCN1CCN([C@H](c2ccccc2)c2ccc(Cl)cc2)CC1,0.2,-3,1.7,0
COC(=O)C1=C(C(=O)OC)C2(OC1c1ccc(F)cc1)C(=O)c1ccccc1C2=O (stereo not given),0.9,18,2.2,7
O=C(Nc1ccc2oc(-c3ccc(F)cc3)nc2c1)c1cccc(Cl)c1Cl,1.1,15,0.0,-3
CCNc1nc(OC(C(F)(F)F)C(F)(F)F)nc(N2CCCCC2)n1,-0.2,-9,6.0*,3
CCCN(CCC)C(=O)C(CC)Sc1nc2n[nH]c(C)c2c(=N)n1-c1cccc(OC)c1 (stereo not given),0.0,10,1.0,50*
COc1ccc(-c2nc(C#N)c(NCC(C)C)o2)cc1,-0.1,11,-0.5,-32
Cc1ccccc1OCC(=O)NNC(=O)C(C)Oc1ccc(Cl)cc1Cl (stereo not given),-0.1,2,0.9,4
C=CCNC(=O)C(=O)NCc1ccc(Cl)cc1,0.0,5,1.6,3
CCc1ccc(OCCn2c(C)c(C(=O)OC)c3cc(O)ccc32)cc1,-0.1,10,-0.2,-3
CCN(CC)C(=O)c1sc(NC(=O)C2CCCO2)c(C(=O)OC)c1C (stereo not given),0.0,4,1.9,2
C=CCNC(=O)c1ccccc1NC(=O)CN(c1ccc(F)c(Cl)c1)S(C)(=O)=O,-0.1,6,-0.2,1
O=C(Nc1ccncc1)OCCN1CCOC1=O,-0.1,3,1.4,-2
Cc1cc(NC(=O)COc2ncnc3c(Cl)cc(Cl)cc23)no1,0.5,14,-0.7,4
COc1ccc2c(c1OC)C(=O)N1c3ccccc3N=C(c3ccc([N+](=O)[O-])cc3)CC21 (stereo not given),-0.3,-1,0.0,3
O=C(Nc1cccc(O)c1)C1CCCN1C(=O)OCc1ccccc1 (stereo not given),-0.1,0,1.5,-7
COc1cc(C2NC(=O)NC(C)=C2C(=O)OCC2CCCO2)cc(OC)c1OC (stereo not given),0.3,10,2.8,-5
Cc1cc(N2CCCCC2)nc2ccc(NC(=O)CCC(=O)N3CCN(C)CC3)cc12,0.4,-25,-1.0,-40
CCC(=O)N1CCN=C1SCc1ccccc1,0.3,10,-0.1,11
CCC(=O)C1CCCN(C2CCCN(c3nc(C)c4ccc(C)cc4n3)CC2)C1 (stereo not given),-0.1,-8,0.2,3
CCOC(=O)c1c(-c2ccccc2)oc2ccc(NS(=O)(=O)c3ccc(C)cc3)cc12,0.8,7,-0.9,23
COc1ccccc1CN1C(=O)NC2(CCOc3ccccc32)C1=O (stereo not given),0.1,-1,1.6,6
CN1C(=O)N(C)c2cccc3cccc1c23,-0.1,1,-0.9,-17
COc1ccc(-n2c(C34CC5CC(CC(C5)C3)C4)cn3c4c(=O)n(C)c(=O)n(C)c4nc23)cc1,0.0,-3,0.8,3
O=C(c1ccco1)N1CCN(c2nc3ccccc3n3cnnc23)CC1,0.0,-2,-0.3,-4
# Next part
SMILES,FBW7 act,MITF primary,GPR151 ag,TEAD-YAP inh
COc1ccc(-c2cccc3ccc(N4CCNCC4)nc23)c(OC)c1,-0.2,3,0.6,2
Cc1ccccc1-n1c(=S)sc2c(=O)n(-c3ccc(F)cc3)c(SCC(=O)NCc3ccco3)nc21,0.0,-2,3.9,4
O=C(c1ccc2c(c1)ncn2-c1cccc(F)c1)N1CCOCC1,0.2,3,1.4,-72
CCOc1ccc(-c2nc[nH]c2[N+](=O)[O-])cc1[N+](=O)[O-],0.1,9,-0.2,-6
N#Cc1c(N2CCCC2)oc2nc3ccccc3nc12,0.1,7,-0.5,-15
Cc1cccc(N2CCN(c3ncnc4c3cnn4-c3ccccc3)CC2)c1C,0.0,4,-2.2,5
O=C(CSc1cccc[n+]1[O-])N1CCCC1,0.0,-15,0.4,2
O=C(NCCCN1CCCC1=O)C(=O)c1c[nH]c2ccccc12,-0.1,6,-0.6,-7
NC(=O)c1ccccc1NC(=O)/C(Cl)=C/c1ccccc1,0.2,4,-1.9,-31
Cn1c(SCC(=O)Nc2sccc2C(N)=O)nnc1-c1ccccc1,-0.1,7,0.8,-5
CCC(NC(=O)CCCn1nnnc1CN1CCC(C)CC1)c1ccncc1 (stereo not given),0.0,-10,0.0,-4
NCCCC[C@@H]1NC(=O)[C@H]2CN(C(=O)OCc3ccccc3)CCN2C1=O,0.0,5,-0.6,8
CN(C(=O)CSc1nc(-c2ccccc2)cn1N)C1CCS(=O)(=O)C1 (stereo not given),0.2,1,0.3,5
COc1ccc(OCC(=O)Nc2c(C(=O)Nc3ccccc3OC)oc3ccccc23)cc1,0.2,-16,-1.7,-1
O=C(NCC1CCCO1)c1cccc(N2C(=O)C3C4C=CC(C4)C3C2=O)c1 (stereo not given),0.1,7,0.0,-2
Cc1nc2ccc3nc(NC(=O)CN4C(=O)CCC4=O)sc3c2s1,0.0,-5,-1.0,-12
N#C/C(=C\c1c(Oc2ccc(Cl)cc2)nc2ccccn2c1=O)C(=O)N1CCOCC1,0.1,6,0.1,18
CCOC(=O)c1c(C)[nH]c(C2=NNC(=NCc3ccc(OC)cc3)SC2)c1C,-0.2,8,0.8,-10
COCCNC(=O)c1cc2c(=O)[nH]c3ccccc3c2s1,0.1,-8,-0.2,-9
Cc1ccccc1C(O)(C(=O)NN(C(=O)c1ccc(Br)o1)c1ccccc1)c1ccccc1C,-0.1,6,-0.3,7

# A portion taken from the entries so far:
SMILES,FBW7 act,MITF primary,GPR151 ag,TEAD-YAP inh
CCOC(=O)c1c(C)[nH]c(C2=NNC(=NCc3ccc(OC)cc3)SC2)c1C,-0.2,8,0.8,-10
COCCNC(=O)c1cc2c(=O)[nH]c3ccccc3c2s1,0.1,-8,-0.2,-9
Cc1ccccc1C(O)(C(=O)NN(C(=O)c1ccc(Br)o1)c1ccccc1)c1ccccc1C,-0.1,6,-0.3,7

# Continued.
SMILES,FBW7 act,MITF primary,GPR151 ag,TEAD-YAP inh
CC(C)n1c(-c2ccc(C(=O)N3CCN(C)CC3)cc2)nc2c(NCCO)ncnc21,-0.1,8,1.6,5
Cc1ccc(C(=O)Nc2cnn(-c3ccc(C(=O)N[C@H]4CCCCNC4=O)cc3)c2)c(C)c1,0.2,7,1.5,5
CCN(CC)C(=O)C1CCCN(c2cc(C(=O)NC3CC3)ccn2)C1 (stereo not given),-0.1,-3,-0.9,4
N#CC1=C(N)N(c2ccccc2[N+](=O)[O-])C2=C(C(=O)CCC2)C1c1cccc([N+](=O)[O-])c1 (stereo not given),0.0,-16,2.3,-3
Cc1cccc(C(=O)Nc2cc(C)nn2-c2nc(C)cc(=O)[nH]2)c1,-0.1,6,0.1,0
Cc1cc(C)cc(C(=O)Nc2cc(C)nn2-c2ncnc3c2cnn3-c2ccccc2)c1,-0.1,-1,-2.0,-1
Cc1cnc(C(=O)OCC(=O)Nc2ccc(C#N)cc2)cn1,0.0,11,-2.0,-9
CN1CCCc2cc(C(CNS(=O)(=O)c3ccc(F)cc3F)N(C)C)ccc21 (stereo not given),0.1,-10,2.1,-5
OC(CNC(=S)Nc1ccccc1)COCc1ccccc1 (stereo not given),-0.1&-0.3,-4&-16,-0.1&-0.2,-2&-1
COC(=O)c1ccc(CSc2nc(N)c3c4c(sc3n2)CCCC4)cc1,0.1,-9,0.2,8

# The closing 6 compounds of the section before lead into the next.
SMILES,FBW7 act,MITF primary,GPR151 ag,TEAD-YAP inh
Cc1cccc(C(=O)Nc2cc(C)nn2-c2nc(C)cc(=O)[nH]2)c1,-0.1,6,0.1,0
Cc1cc(C)cc(C(=O)Nc2cc(C)nn2-c2ncnc3c2cnn3-c2ccccc2)c1,-0.1,-1,-2.0,-1
Cc1cnc(C(=O)OCC(=O)Nc2ccc(C#N)cc2)cn1,0.0,11,-2.0,-9
CN1CCCc2cc(C(CNS(=O)(=O)c3ccc(F)cc3F)N(C)C)ccc21 (stereo not given),0.1,-10,2.1,-5
OC(CNC(=S)Nc1ccccc1)COCc1ccccc1 (stereo not given),-0.1&-0.3,-4&-16,-0.1&-0.2,-2&-1
COC(=O)c1ccc(CSc2nc(N)c3c4c(sc3n2)CCCC4)cc1,0.1,-9,0.2,8
Cc1ccc(C(=O)CC(=O)c2ccc(C)cc2O)cc1,0.1,-5,-1.4,-49
CCN(CC)C(=O)CN(c1cc(C(F)(F)F)ccc1Cl)S(=O)(=O)c1ccccc1,0.0,0,2.4,8
Cc1nc(N2CCN(C(=O)Nc3ccc(F)cc3F)CC2)cc(-n2cccn2)n1,0.7,12,-1.5,7
Cc1ccc(NC(=O)C2C3C=CC4(O3)C2C(=O)N(CCCN2CCC(Cc3ccccc3)CC2)C4C(=O)NC2CCCCC2)cc1Cl (stereo not given),-0.2,-7,1.4,3
CCn1c(SCC(=O)Nc2ccc(C)c(C)c2)nnc1C1CC1,0.0,-2,0.9,13
Cc1cc(NC(=O)c2ccc(F)cc2F)n(-c2nc3c(cnn3-c3cccc(C)c3C)c(=O)[nH]2)n1,-0.1,-7,0.0,6
Cc1cc(C)cc(OC(=O)N2CCOCC2)c1,-0.2,-11,1.2,-3
CCC(=O)c1ccccc1OCCSc1nc(C)cc(=O)[nH]1,1.0,9,-1.2,3
c1ccc2c(c1)nc1c3nonc3ncn21,0.0,14,-0.5,-10
O=C(CCc1ccc(O)cc1)c1c(O)cc(O)cc1O[C@@H]1O[C@H](CO)[C@@H](O)[C@H](O)[C@H]1O,0.2&0.0&0.2,-4&16&1,4.8&1.3&2.6,4&3&-5
CCOC(=O)Cc1csc(Nc2ncnc(N)c2[N+](=O)[O-])n1,0.3,12,0.6,-4
O=C(Cn1cnc2ccccc21)NCCc1ccccc1,0.0,-6,0.6,-1
CCOC(=O)c1cnc(SCC(=O)Nc2ccc(Cl)cc2Cl)nc1N,-0.1,0,0.5,-4
O=C(NC(=S)NNS(=O)(=O)c1ccccc1)c1ccc([N+](=O)[O-])cc1,-0.1,-1,1.3,-2
CN1Cc2ccccc2CC1C(=O)N1CCC2(CC1)CC2C(=O)Nc1ccc2c(c1)OCO2 (stereo not given),0.0,8,1.6,-5
O=C(O)c1cc(Sc2ccc(F)cc2)nc2ccccc12,-0.1,-13,-1.4,-21
C=CCn1c(SCC(=O)c2cc(C)n(-c3ccccc3)c2C)nc2sc3c(c2c1=O)CCC3,0.1,7,-0.9,1

# In another format: entries from further up.
# Below each compound – FBW7 act | MITF primary | GPR151 ag | TEAD-YAP inh
CCNc1nc(OC(C(F)(F)F)C(F)(F)F)nc(N2CCCCC2)n1
  -0.2 | -9 | 6.0* | 3
CCCN(CCC)C(=O)C(CC)Sc1nc2n[nH]c(C)c2c(=N)n1-c1cccc(OC)c1 (stereo not given)
  0.0 | 10 | 1.0 | 50*
